Screening results as filed in PubChem BioAssay.
HT1080 IDH1KD tx = kills HT-1080 cells with IDH1 knockdown | AID 686971 | Potency, µM (titrated, usually from 46.1 µM), inactives show at the highest dose activity, negative = toxicity, usual class: cytotoxic | 360,000 compounds, 2% hits | HT-1080 IDH1 knockdown viability, ATP luminescence, 48 h;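 further: potency means the concentration at half of the fitted maximal effect; 0% = DMSO wells and -100% = cell-free medium wells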
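% activity derives from luminescence (CellTiter-Glo), normalised to DMSO and no-cell wells. HT-1080-IDH1KD cells, 750/well, had 48 h compound exposure at 37 °C.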
HT1080-NT tox = kills 2HG-producing HT-1080-NT fibrosarcoma cells; Potency, µM (highest dose often 46.1 µM), for inactives: top-dose activity, negative = less viability, usual class: cytotoxic; 360,000 compounds, 1.6% hits; HT-1080-NT fibrosarcoma viability, CellTiter-Glo ATP luminescence, 48 h;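 further: NT is the 2HG producing partner of a matched IDH1 knockdown line; potency means the concentration at half of the fitted maximal effect; 0% = DMSO-treated cells and -100% = media-only wells without cells; nearly all actives have a fitted effect of over 55% in size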
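Luminescent CellTiter-Glo readout after 48 hours of compound exposure at 37 degrees C defined viability of HT-1080-NT cells. Activity was normalized to DMSO wells and cell-free media wells; concentration-response curves were fitted and assigned curve classes.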
IL1B secr inh = blocks inflammasome-driven IL-1 beta release; activity change, % at 57.5 µM; AID 743279; 360,000 compounds, 4.7% hits; THP-1 LPS/ATP IL-1B secretion, AlphaLISA, 16 h; hits give low values; in the data active means activity change below about -50%; inconclusive means mostly about -30% to -49%; further: on the % scale 0 is the no-effect control and ±100 the full control effect
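THP-1 cells pretreated 1 hr with compounds (up to 57.5 uM final), then stimulated with LPS (250 ng/mL final) plus ATP (1.25 mM final); secreted IL-1B measured by AlphaLISA after 16 hr, decreased signal indicating inhibition.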
MCF10A rerep = inducers of DNA re-replication in MCF 10A breast cells | 350,000 compounds, 2.9% hits | MCF 10A DNA re-replication, Hoechst nuclear intensity, 48 h | Potency, µM (titrated, usually from 46.1 µM), for the others: at the top dose activity, positive = re-replication, most hits filed as activators; further: potency means the concentration at half of the fitted maximal effect; % of control where 0% means no effect; nearly all actives have a fitted effect of over 50% in size
ATXN2 expr inh = reduces ATXN2 reporter expression in HEK-293 cells; HEK-293 ATXN2-luciferase reporter, luminescence, 24 h; Potency, µM (series often up to 57 µM), for the others: at the top dose activity change, negative = inhibition, actives largely listed as inhibitors; 360,000 compounds, 0.72% hits; AID 1745845; further: potency means the concentration at half of the fitted maximal effect; on the % scale 0 is the no-effect control and ±100 the full control effect; nearly all actives have a fitted effect of over 55% in size
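ATXN2-luciferase reporter cells (luciferase flanked by upstream and downstream ATXN2 gene portions) were treated 24 h at 37 °C with compounds at up to 57 uM. SteadyGlo luminescence gave expression; GF-AFC fluorescence gave viability.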
KB-3-1 tox = kills parental KB-3-1 adenocarcinoma cells. 400,000 compounds, 1.4% hits. AID 1347075. Potency, µM (doses to about 46.1 µM), for the others: top-dose activity change, negative = cytotoxic, most hits filed as cytotoxic. KB-3-1 viability, CellTiter-Glo ATP luminescence, 72 h; further: potency means the concentration at half of the fitted maximal effect; on the % scale 0 is the no-effect control and ±100 the full control effect; nearly all actives have a fitted effect of over 60% in size
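Cells are dispensed, compounds pinned in, plates held at 37 °C for 72 h, then CellTiter-Glo is added and luminescence read after 10 minutes. Cell line: parental KB-3-1 in phenol-red-free DMEM, 10% FBS.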
SW480 rerep = induces DNA re-replication in SW480 colon adenocarcinoma cells. SW480 DNA re-replication, Hoechst DNA content imaging, 48 h. AID 624297. 340,000 compounds, 1.8% hits. Potency, µM (titrated, usually from 46.1 µM), for inactives: top-dose re-replication activation, actives largely listed as activators; further: potency means the concentration at half of the fitted maximal effect; % of control where 0% means no effect; nearly all actives have a fitted effect of over 55% in size
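Image-based DNA-content assay: after two days of treatment, nuclei were labelled with the DNA dye Hoechst and imaged, and hits were compounds raising the count of nuclei showing high fluorescence intensity.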
HepG2 viability = kills HepG2 cells in TGF-b inhibitor counter-screen; Potency, µM (titrated, usually from 46.1 µM), for the others: at the highest dose activity change, negative = cytotoxicity, most hits filed as cytotoxic; AID 588856; 410,000 compounds, 0.76% hits; HepG2 CAGA-GFP viability, ATP luminescence, 18 h; further: potency means the concentration at half of the fitted maximal effect; some results filed as inactive show a strong effect at the top dose
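CellTiter-Glo luminescence gave cytotoxicity after 18 hours at 37 degrees C. The cells were HepG2 CAGA-GFP in 1% FBS DMEM, stimulated with 500 pg/mL TGF-beta after compound addition. %Activity was normalised to no-cell wells (complete cell-killing) and DMSO (no toxicity), and curves were fitted and classified.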
ATXN viability = reduces viability in counter-screen for ATXN expression inhibitors; S2 cells (HEK-293 line with an ATXN2-luciferase reporter) viability, CellTiter-Fluor protease fluorescence, 24 h; Potency, µM (series often up to 56.7 µM), usual class: cytotoxic; 400,000 compounds, 0.49% hits; further: potency means the concentration at half of the fitted maximal effect; nearly all actives have a fitted effect of over 40% in size
* marks the source's active call; other numbers are inactive results; i = inactive; ? = inconclusive; · = no result given; [ ] = another dose, or the depositor's remark. Unless noted, the call rests on the fitted dose curve; in most records, active means well fitted curve in the direction sought with a large enough effect; inconclusive means small, poorly fitted or top-dose-only effect, or another doubt; inactive means no such curve, though single readings can be large; an effect the other way counts as inactive or inconclusive. Outcome played no part in choosing rows. About 8.9% of those tested had a hit in this group.

SMILES | HT1080 IDH1KD tx | HT1080-NT tox | IL1B secr inh | MCF10A rerep | ATXN2 expr inh | KB-3-1 tox | SW480 rerep | HepG2 viability | ATXN viability
CN(Cc1ccccc1)Cc1cc(=O)oc2ccccc12 | 0% | -2% | 0 | · | 25% | -7% | · | 12% | i
O=[N+]([O-])c1ccc(-n2cccn2)c(-c2nn[nH]n2)c1 | 10% | 10% | 13 | -5% | · | -2% | 0% | -3% | i
COC(=O)c1cccc(NC(=O)CCCN2C(=O)NC3(CCCC3)C2=O)c1 | 5% | 6% | 7 | 1% | 7% | 6% | -9% | -3% | i
CN(C)S(=O)(=O)c1cccc(-c2nn(-c3ccccc3)cc2/C=C(/C#N)C(=O)NCc2ccco2)c1 | -6% | ? | -25 | ? | -18% | 1% | 22% | 11% | i
O=C(NCCc1ccc(Cl)cc1)c1nnc(Cc2ccc(F)cc2)o1 | · | · | · | · | 14% | 22% | · | -1% | i
O=C(CCn1c(=O)sc2ccccc21)NCc1ccccc1 | 2% | -2% | -13 | -2% | -2% | 1% | 3% | -15% | i
CC(=O)Nc1ccc(NC(=O)C(C)Sc2nc3ccccc3c(=O)n2CC2CCCO2)cc1 (stereo unspecified) | -4% | -2% | -5 | -5% | 4% | -1% | -8% | -5% | ?
Cc1cccc(C2CC(c3ccccc3)=NN2c2ccc(S(N)(=O)=O)cc2)c1 (stereo unspecified) | ? | ? | -22 | · | ? | 0% | · | 11µM* | i
Cn1c(-c2ccc(Cl)cc2)cnc1N | -1% | 0% | -24 | 1% | · | -2% | 2% | -18% | ·
O=S(=O)(NCC1CCCO1)c1ccc(Cl)c2ccccc12 (stereo unspecified) | 0% | 1% | 0 | · | · | -24% | · | -36% | i
O=C(c1cnc(Cl)c(Cl)c1)N1CCN(S(=O)(=O)c2ccc3ccccc3c2)CC1 | -10% | -10% | -102* | 92% | ? | -3% | 12% | -2% | ·
C=CCn1c(SCC(=O)c2cccs2)nc2sc(CC)cc2c1=O | ? | -6% | 9 | ? | · | ? | -7% | -2% | ·
CCn1cc(CNC(=O)/C=C/c2ccc([N+](=O)[O-])cc2)c(C)n1 | -20% | 5%[9.24 µM] | 0 | 1% | -8% | 1% | -7% | 3% | i
COc1cc2c3c(cccc3c1)C(=O)N(CCN1CCCC1)C2=O | 8.2µM* | 13µM* | -10 | · | · | ? | · | 19% | i
O=C(NCc1cccs1)C(=O)NCC1OCCCN1S(=O)(=O)c1cccs1 (stereo unspecified) | -4% | 2% | 7 | -12% | 3% | 8% | -2% | -12% | i
CC(NC(=O)C1CC1)C(c1cccs1)N1CCOCC1 (stereo unspecified) | -4% | 2% | -9 | 0% | -2% | -3% | 21% | -5% | i
Cn1c(=O)n(CCN2CCOCC2)c(=O)c2c1nc1n2CCN1c1ccc(Oc2ccccc2)cc1 | -11% | -10% | 14 | -1% | -16% | 17% | -5% | 1% | ?
Cc1ccc(C(=O)N/C(=C\c2ccco2)C(=O)NCCCN2CCOCC2)cc1C | 5% | 5% | -8 | -7% | -19% | 16% | -10% | 17% | i
Cc1cccc(C)c1NC(=O)c1ccc(N2CCCC2=O)cc1 | 2% | -2% | ? | 13% | -2% | -2% | ? | -4% | i
COC(=O)C(=Cc1ccncc1)c1cccc2ccccc12 | -24% | 0% | 0 | · | · | -25% | · | -15% | i
Nc1nc(SCC(=O)N2CCN(S(=O)(=O)c3ccc(Cl)cc3)CC2)n[nH]1 | 0% | -13% | 7 | 0% | -29% | 0% | -62%[inhibitor] | 11% | i
O=C(Nc1ccc(Cl)cc1F)C1CCN(S(=O)(=O)c2cccc3nonc23)CC1 | 13% | 14% | 1 | -6% | -7% | -7% | 1% | 4% | i
CCc1ccc(C(=O)/C=C2\Sc3ccccc3NC2=O)cc1 | 1% | -3% | 1 | 5% | 7% | 13% | -2% | -25% | i
Cc1cccc(NC(=O)c2cccc(S(=O)(=O)N3CCCC3)c2)n1 | 16% | 16% | 2 | 0% | 4% | ? | -1% | -15% | i
O=C(NCCc1ccccc1)c1ccc(NC(=O)C2CCCC2)cc1 | 2% | 0% | -11 | ? | 9% | 0% | 4% | -2% | i
C/C(CC1(O)C(=O)Nc2ccccc21)=N\O (stereo unspecified) | 0% | -3% | 14 | -4% | -3% | 5% | -2% | 14% | i
CCOC(=O)Cn1c(=O)n(-c2ccccc2OC)c2nc(-c3ccc(C(C)C)cc3)nc(C(N)=O)c21 | · | · | · | · | 7% | -25% | · | 0% | i
Cc1cc(C)c(NC(=O)CSCc2nc3sc(C)c(C)c3c(=O)[nH]2)c(Cl)c1 | 0% | -4% | 0 | ? | -21% | -8% | -6% | -6% | i
Cc1cc(C)n(-c2nc3ccccc3nc2Nc2cccc(C)c2C)n1 | · | · | · | · | 38%[activator] | 13% | · | -10% | i
NC1=NC(=O)/C(=C\c2cccnc2)S1 | -1% | 7% | -11 | 1% | · | 0% | -163% | 8% | i
COc1cccc(NC(=O)CN(C)C(=O)Cc2n[nH]c(=O)c3ccccc23)c1 | -5% | -2% | 20 | 0% | 3% | 2% | -22% | 0% | i
CCOc1ccc(NC(=S)NC(=O)c2cccnc2)c([N+](=O)[O-])c1 | 2% | -4% | 9 | -1% | 13% | 22% | 0% | -3% | i
COc1c(C(=O)Nc2c(C)n(C)n(-c3ccccc3)c2=O)ccc2ccccc12 | -5% | -3% | 0 | -2% | 0% | 21% | 2% | -35% | i
Cc1ccc(OCC(=O)N[C@@H](C)c2nnc3ccccn23)cc1C | 9% | 7% | 1 | 8% | · | 1% | ? | 1% | i
COc1ccc(C(=O)NCCc2cn3ccccc3n2)cc1 | 13% | 9% | 29 | 1% | -4% | 14% | 1% | -9% | i
COc1ccc(S(=O)(=O)N(C)c2ccc(C(=O)Nc3c(C)n(C)n(-c4ccccc4)c3=O)cc2)cc1 | -5% | -2% | 0 | 1% | -7% | -17% | 2% | 3% | i
CC(=O)OC(/C(O)=C(\C#N)c1nc2ccccc2[nH]1)c1ccccc1 (stereo unspecified) | ? | 8.9µM* | 7 | -4% | -28% | 9% | -2% | -18% | i
O=C(Cn1cnc2ccccc2c1=O)NCCC(=O)Nc1ccc2c(c1)OCO2 | 5% | 7% | 32 | 1% | -4% | 24% | -3% | 3% | i
CN(Cc1ccccc1)c1ncnc2sccc12 | ? | -27% | -3 | ? | ? | -12% | ? | -9% | i
CNn1cnc2ccsc2c1=O | 5% | 5% | -8 | 0% | 2% | 15% | 1% | 11% | i
COc1cccc(-c2oc3c(c2-c2ccc(OC)nc2)C(O)CCC3)c1 (stereo unspecified) | -15% | 1% | -11 | · | 2% | 3% | · | · | ?
COc1cc(C(=S)N2CCOCC2)cc(OC)c1OC(=O)c1ccccc1[N+](=O)[O-] | 2% | -1% | 7 | -5% | -13% | -36% | 6% | -12% | i
O=C(COC(=O)CSc1cc(Cl)ccc1Cl)Nc1ncc(C(F)(F)F)cc1Cl | 0% | 7% | 16 | -6% | 10% | 15% | -10% | -32% | i
C/C(=N/NC(=O)C1COc2ccccc2O1)c1ccco1 (stereo unspecified) | -15% | -1% | 27 | 16% | 4% | ? | 17% | -19% | i
CCOC(=O)c1nn(-c2cccc(Cl)c2)c(C)c1C(C)=O | 0% | 0% | 41 | -2% | -3% | 7% | -4% | -1% | i
CC1(C)Cc2cccc(OCC(=O)OCC(=O)Nc3cccc(S(N)(=O)=O)c3)c2O1 | -1% | 3% | -6 | 0% | · | 11% | -14% | 31% | i
COC(=O)c1nnn(CC(=O)Nc2cccc(Cl)c2)c1C(=O)OC | 17% | 7% | -2 | 1% | 1% | 12% | -3%[9.22 µM] | 3% | i
Cn1nc(C(C)(C)C)cc1C(=O)N1CCCCC1c1cc(C(=O)N2CCOCC2)no1 (stereo unspecified) | 16% | 2% | 11 | · | -5% | -18% | · | 2% | i
O=C(Nc1cccc(NC(=O)c2ccc([N+](=O)[O-])o2)c1)c1ccco1 | 10µM* | 18µM* | -90* | 2.3µM* | -26% | ? | 4.1µM* | 11µM* | ?
Cc1c(-c2ncn[nH]2)sc(C#N)c1-c1ccccc1 | -5% | -20% | 42 | ? | -12% | 0% | -10% | -14% | i
CC(NC(=O)c1cccc(C(F)(F)F)c1)C(c1ccccc1)N1CCOCC1 (stereo unspecified) | -3% | -1% | -5 | ? | -15% | -4% | 9% | -23% | i
O=c1ccccn1Cc1ccccc1F | 6% | 6% | 6 | -3% | 5% | 14% | -5%[9.22 µM] | -2% | i
COc1cccc(CNc2ccc(S(=O)(=O)N3CCN(C)CC3)cn2)c1 | 1% | 4% | -9 | 2% | · | 6% | -5% | -7% | i
Cc1ccc(S(=O)(=O)NCCC(=O)NNC(=O)COc2ccc(Br)cc2)cc1C | 0% | 16% | -23 | -15% | 17% | 10% | 3% | -4% | i
Cc1cn2c(=O)cc(COc3ccc(Cl)cc3)nc2s1 | · | · | · | · | 9% | 7% | · | 18% | i

Among those listed so far, these contain two or more sulfur atoms.
SMILES | HT1080 IDH1KD tx | HT1080-NT tox | IL1B secr inh | MCF10A rerep | ATXN2 expr inh | KB-3-1 tox | SW480 rerep | HepG2 viability | ATXN viability
C=CCn1c(SCC(=O)c2cccs2)nc2sc(CC)cc2c1=O | ? | -6% | 9 | ? | · | ? | -7% | -2% | ·
O=C(NCc1cccs1)C(=O)NCC1OCCCN1S(=O)(=O)c1cccs1 (stereo unspecified) | -4% | 2% | 7 | -12% | 3% | 8% | -2% | -12% | i
Nc1nc(SCC(=O)N2CCN(S(=O)(=O)c3ccc(Cl)cc3)CC2)n[nH]1 | 0% | -13% | 7 | 0% | -29% | 0% | -62%[inhibitor] | 11% | i
Cc1cc(C)c(NC(=O)CSCc2nc3sc(C)c(C)c3c(=O)[nH]2)c(Cl)c1 | 0% | -4% | 0 | ? | -21% | -8% | -6% | -6% | i
